# Source: PubChem
# GLA spleen mod – inhibits or activates alpha-galactosidase in human spleen homogenate; AID 2107; human spleen homogenate, 4MU-alpha-Gal fluorescence, 40 min; actives 0.008% (n = 240,000); P06280; Potency, µM (series often up to 80 µM), for inactives: top-dose activity change, negative = inhibition, most hits filed as inhibitors;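 note: 0% = enzyme with vehicle and -100% = no enzyme basal signal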
# Target sequence (P06280 32-429 limits assumed): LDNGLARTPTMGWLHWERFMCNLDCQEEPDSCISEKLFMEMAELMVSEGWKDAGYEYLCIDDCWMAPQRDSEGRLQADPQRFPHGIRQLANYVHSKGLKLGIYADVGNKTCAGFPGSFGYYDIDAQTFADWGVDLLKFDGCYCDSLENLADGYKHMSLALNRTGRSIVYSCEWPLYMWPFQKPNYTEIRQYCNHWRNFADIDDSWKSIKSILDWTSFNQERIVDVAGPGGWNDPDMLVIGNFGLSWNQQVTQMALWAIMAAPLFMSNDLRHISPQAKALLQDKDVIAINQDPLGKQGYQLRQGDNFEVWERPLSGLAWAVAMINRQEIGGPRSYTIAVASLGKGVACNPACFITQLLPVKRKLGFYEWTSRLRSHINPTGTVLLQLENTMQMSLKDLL
#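 Inhibition or activation of alpha-galactosidase in human spleen homogenate is scored by 4-MU fluorescence after 40 min at 37C, pH 5.0, with 1 mM substrate. AC50s come from concentration-response fitted to the Hill equation.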
# aGlu spleen mod – lysosomal alpha-glucosidase (human) modulation | P10253 | human spleen homogenate, 4-MU-alpha-glucoside fluorescence | Potency, µM (top dose mostly 79.9 µM), for the others: at the top dose activity change, negative = inhibition, hits mostly inhibitors | actives 0.006% (n = 240,000);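 note: 0% = enzyme with vehicle and -100% = no enzyme basal signal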
#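 Human spleen homogenate (1 ug) incubated with compounds and 1 mM 4-methylumbelliferyl-alpha-D-glucopyranoside in pH 5.0 citrate/phosphate buffer, 37 C, 40 min. Stopped at pH 10; 4-MU fluorescence (Ex 365/Em 440 nm); AC50 by Hill fit.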
# GAA inhib – inhibitors of human lysosomal alpha-glucosidase. purified human GAA, 4-MU-alpha-glucoside fluorescence. Potency, µM (doses to about 76.9 µM), inactives show at the top dose activity change, negative = inhibition, actives largely listed as inhibitors. actives 0.005% (n = 200,000). AID 1466;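 note: plate controls were uninhibited enzyme wells for no effect and no-enzyme background for full effect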
#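 Endpoint fluorogenic read: 20 min room-temperature reaction of 4 nM human alpha-glucosidase with 400 uM 4-methylumbelliferyl-alpha-D-pyranoside, pH 5.0, quenched with 1M NaOH/1M glycine pH 10. AC50 from Hill modeling.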
# Tau fluor cs – counter-screen for tau fibril formation inhibitors | tau K18 P301L (four-repeat tau fragment) Alexa594 fluorescence, heparin fibrillization | Potency, µM (top dose mostly 57.7 µM), for the others: at the highest dose activity change, negative = decrease | actives 0.93% (n = 280,000) | AID 1463; note: % is set by controls: 0 for no effect and ±100 for the full control effect; nearly all actives have a fitted effect of over 55% in size
#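 Human K18 P301L tau (15 uM unlabeled plus 0.24 uM Alexa 594-labeled, final) in 100 mM sodium acetate pH 7 was mixed with compound and 20 uM heparin and incubated 6 hr at 37 C.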
# ALDH1A1 block – inhibitors of human aldehyde dehydrogenase 1A1; Purified ALDH1A1, NADH fluorescence, propionaldehyde substrate; P00352; Potency, µM (titrated, usually from 75.3 µM), for inactives: at the highest dose activity, negative = inhibition, usual class: inhibitors; actives 7.3% (n = 220,000); AID 1030; active = well fitted inhibition curve with a large enough effect, not every such curve was filed as active; inconclusive = small, poorly fitted or top-dose-only effect, or another doubt; inactive = no such curve, though single readings can be large or run the other way;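 note: plate controls were no enzyme wells and a reference inhibitor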
# NPSR antagonist – neuropeptide S receptor (human) antagonism, cAMP; Q6W5P4; CHO-NPSR cells, cAMP TR-FRET, antagonist mode; Potency, µM (doses to about 38.3 µM), for inactives: top-dose activity change, negative = inhibition, hits mostly inhibitors; actives 1% (n = 220,000); note: % is set by controls: 0 for no effect and ±100 for the full control effect; nearly all actives have a fitted effect of over 50% in size; many of its hits are not listed in these tables
# Target sequence (Q6W5P4 whole entry, looked up): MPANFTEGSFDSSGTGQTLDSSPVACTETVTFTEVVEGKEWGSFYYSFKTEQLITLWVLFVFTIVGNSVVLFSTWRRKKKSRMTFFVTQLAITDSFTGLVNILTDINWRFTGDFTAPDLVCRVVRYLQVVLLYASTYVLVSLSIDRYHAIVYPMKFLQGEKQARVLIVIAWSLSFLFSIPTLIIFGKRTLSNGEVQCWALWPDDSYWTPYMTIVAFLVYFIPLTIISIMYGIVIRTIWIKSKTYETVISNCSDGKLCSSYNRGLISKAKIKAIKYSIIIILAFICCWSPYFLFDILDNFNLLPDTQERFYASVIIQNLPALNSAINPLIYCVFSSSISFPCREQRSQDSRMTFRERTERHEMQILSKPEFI
# Epigenetic reg – regulators of epigenetic silencing causing reporter derepression in mouse cells | murine LDR cells, GFP reporter derepression, 30 h | Potency, µM (top dose mostly 53.9 µM), for inactives: at the top dose GFP activation, most hits filed as activators | actives 0.2% (n = 280,000); note: % of control where 0% means no effect; nearly all actives have a fitted effect of over 60% in size
#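 Readout is the number of GFP-expressing murine LDR cells, counted by cytometry following washing. Cells were treated with compound for 30 h at 37 C; the stably integrated CMV-GFP locus is normally silent.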
# GAA glycogen – alters human alpha-glucosidase cleavage of glycogen | P10253 | recombinant GAA, glycogen substrate, Amplex Red glucose oxidase fluorescence | Potency, µM (doses to about 76.4 µM), inactives show top-dose activity change, negative = inhibition, usual class: inhibitors | actives 0.38% (n = 300,000) | AID 2100;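 note: 0% = full enzyme reaction and -100% = no-enzyme basal signal; the screen sought inhibitors and activators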
#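 qHTS, 1536-well; enzyme 4 nM final; cpd up to 77 uM; substrate bovine liver glycogen 30 ug; 50 mM citrate/phosphate pH 5.0, 0.01% Tween-20; 37 C, 40 min; Amplex Red detection 45 min RT; Hill fit → AC50.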
# An asterisk follows results filed as active; ? = inconclusive; . = no result given; & = joins results of further samples; [ ] = remark or other dose. Unless noted, calls come from the whole dose curve; as a rule, active = well fitted curve in the direction sought with a large enough effect; inconclusive = small, poorly fitted or top-dose-only effect, or another doubt; inactive = no such curve, though single readings can be large; an effect the other way counts as inactive or inconclusive. Potency is the fitted concentration of half-maximal effect. This is a subset (hit frequency here may not be typical).
# Values run as follows: GLA spleen mod | aGlu spleen mod | GAA inhib | Tau fluor cs | ALDH1A1 block | NPSR antagonist | Epigenetic reg | GAA glycogen
> Cc1cc(C)n(-c2nc(SCCN(C)C)c3c4c(sc3n2)CCCC4)n1
    4% | -1% | 4% | 2% | ? | ? | -0.4% | 5%
> COc1ccccc1NC(=S)N(CCCN1CCOCC1)Cc1cn(C)c2ccccc12
    -2% | -1% | -11% | -19% | 9% | 14% | -1.0% | -4%
> CSc1cccc(NC(=S)Nc2ccc(F)cc2)c1
    7% | -1% | -1%[15.4 µM] | -12% | 7% | 9% | 3.7% | -7%
> CC(C)NC(=O)c1cccc(Br)c1
    -3% | 1% | -15% | 3% | 14% | -6%[46.1 µM] | -8.5% | 3%
> Nc1nc2c(s1)CCc1c-2cnn1-c1ccccc1
    -19% | ? | ? | ? | ? | ? | ? | ?
> COc1cccc(CNC(=O)CCNC(=O)Cn2ccc3ccccc3c2=O)c1
    -7% | -15% | -3% | -3% | 9% | -2%[46.1 µM] | 3.2% | 2%
> Cc1cc(C)nc(SCc2ccc(C(=O)N/N=C/c3ccco3)cc2)n1
    14% | -21% | -4% | -9% | -8% | -8% | -0.7% | -4%
> CC1CC(C)(C)CC2(C1)NC(=O)N(CC(=O)NCCc1ccc3c(c1)OCCO3)C2=O (stereo unspecified)
    -4% | 1% | 3% | -3% | -1% | 2% | -2.6% | 0%
> COc1cc2[nH]c(=O)c(C(=O)NCCCN3CCOCC3)c(O)c2cc1OC
    4% | -18% | 2% | -19% | ? | -23% | -1.0% | -13%
> CCCN1CCC(NC(=S)Nc2ccc(S(N)(=O)=O)cc2)CC1
    0% | -14% | 2% | -6% | 3% | -12% | -1.7% | 10%
> CN1CCN(c2ccc(CNC(=O)c3ccco3)cc2)CC1
    -8% | -3% | 1% | -9% | 4% | -14% | 1.1% | -2%
> CCOC(=O)C1(CC)NC(c2ccco2)C2C(=O)N(CC)C(=O)C21 (stereo unspecified)
    1% | ? | 3% | -6% | 10% | -8%[46.1 µM] | -1.1% | 2%
> Cc1sc(-c2ccncc2)nc1OC(=O)c1ccc(F)cc1F
    6% | 5% | 1% | -3% | 5% | -2% | -0.6% | -4%
> Cc1ccc2[nH]c(=O)c3cc(C(=O)N(CCCOC(C)C)Cc4ccco4)sc3c2c1
    -4% | -12% | 3% | -15%&-20% | ? | ? | 0.0%&2.7% | 7%[76.3 µM]
> NC(=O)c1ccccc1OCC(=O)NS(=O)(=O)c1ccc(Cl)cc1
    2% | 8% | ? | 0% | 13% | -10%[46.1 µM] | 0.0% | 2%
> N#CCCN(C(=O)CSc1ccc2c(c1)OCCO2)c1ccc(F)cc1
    10% | 3% | -1% | -13% | ? | -10%[46.1 µM] | -5.5% | 7%
> Cc1cccc(N2C(=O)C(O)=C(C(=O)c3cccs3)C2c2ccccc2)n1 (stereo unspecified)
    4% | 6% | . | 1% | . | -40% | 0.6% | 1%
> NCCCCCCNS(=O)(=O)c1cccc2ccccc12
    -5% | -7% | . | -24% | 13µM* | . | -2.2% | .
> C=CCC1(CC=C)CCCN1C(=O)CC1C(=O)NCCN1Cc1cc(OC)cc(OC)c1 (stereo unspecified)
    1% | -4% | ? | -2% | -2% | -5% | 2.4% | -4%
> COc1ccc(OCC(O)CN2CCN(Cc3ccc4c(c3)OCO4)CC2)cc1 (stereo unspecified)
    -9% | 1% | 10% | 0% | -3% | 8% | 1.7% | 9%
> O=C(Cn1c(=O)sc2ccccc21)Nc1ccc(S(=O)(=O)N2CCCC2)cc1
    -2% | -11% | ? | ? | -7% | -7%[46.1 µM] | 1.9% | -6%
> Oc1cccc(Nc2nc(NCC3CCCO3)c3ccccc3n2)c1 (stereo unspecified)
    0% | -9% | -12% | -27% | -3% | -16%[46.1 µM] | -0.8% | 1%
> CCNS(=O)(=O)c1ccc(CCC(=O)Nc2cc(Cl)ccc2Oc2ccccc2)cc1
    6% | -9% | ? | ? | 34%[activator] | ? | -1.1% | -13%
> C=CC[n+]1c(-c2ccc(Cl)cc2Cl)csc1Nc1ccc(NC(C)=O)cc1
    1% | 1% | ? | 25µM*[quencher] | -3% | -13% | -1.3% | -3%
> COc1ccc(NC(=O)[C@@H](NC(N)=O)C(C)C)cc1Cl
    2% | 1% | -3% | -7% | 7% | 7% | 0.2% | -5%
> Cc1ccc(-c2cc(O)cc3sc(=O)oc23)cc1C
    4% | -10% | . | 16µM*[quencher] | . | -14% | 0.0% | -10%
> O=C(N/N=C/c1ccc([N+](=O)[O-])cc1)C(=O)N1CCCC1
    -8% | -2% | ? | 4% | -13% | 3% | 0.3% | 12%
> COc1ccccc1C(=O)N1CCC(C(=O)c2ccc(F)cc2)CC1
    19% | 3% | 1% | -10% | 2% | -9%[46.1 µM] | 0.0% | 3%
> Cc1nc(SCC(=O)Nc2c(C)n(C)n(-c3ccccc3)c2=O)n[nH]1
    -3% | -3% | 3% | -9% | 14µM* | -5% | -1.0% | 8%
> CCOC(=O)N1CCN(C(=O)CSc2nnc(-c3cc(OC)ccc3OC)o2)CC1
    -18% | -10% | -4% | -4% | ? | 8% | -1.0% | 2%
> Cc1cccc(NC(=O)c2sc(-c3ccccc3)nc2-c2ccc([N+](=O)[O-])cc2)c1
    -3% | -8% | -2% | -25% | ? | -4% | -1.1% | 8%
> CCc1ccccc1NC(=S)N1N=CCC1c1ccccc1 (stereo unspecified)
    -4% | 0% | ? | -2% | ? | -12% | 2.7% | 3%
> Cc1c(C=O)c2ccccc2n1CC(=O)N1CCc2ccccc2C1
    3% | 5% | -4% | -7% | -11% | -4%[46.1 µM] | 0.0% | 4%
> Cc1ccccc1N1CCN(c2ncnc3c2cnn3Cc2ccc(Cl)cc2)CC1
    -1% | -11% | 1% | -6% | ? | -10%[46.1 µM] | -0.8% | -7%
> Nc1ccc(-c2nc3nc(N)nc(N)c3nc2-c2ccc(N)cc2)cc1
    -11% | -7% | 1% | -24% | 9% | 6% | 1.1% | 3%
> O=C(COC(=O)CNC(=O)C1CCCCC1)Nc1ccc(Cl)cc1F
    -3% | -19% | 0% | 2% | -2% | 5% | 1.7% | 0%
> O=C(Nc1cccc2c1[nH]c1ccccc12)C(F)(F)F
    5% | 0% | -6% | -20% | 10% | 9% | -1.0% | -3%
> O=C(NCc1ccco1)c1cc(=O)c2ccccc2o1
    -2% | -3% | -2% | -6% | -13% | -3% | 2.3% | 9%
> CCc1cc2c(=O)c(-c3ccc(F)cc3)c(C)oc2cc1OCC(=O)O
    -3% | 3% | -3%[15.4 µM] | -25% | 35µM* | 20% | 3.2% | 3%
> CC1(C)Cc2ccccc2-c2nnc(SCc3ccccc3)n21
    0% | 2% | 2% | -3% | 9% | -25%[46.1 µM] | 3.5% | -17%
> CC(=O)c1ccc(NC(=O)COC(=O)c2c3c(nc4ccccc24)/C(=C\c2cccs2)CCC3)cc1
    6% | -1% | 7% | -1% | -5% | -18% | 0.0% | -8%
> CCOC(=O)c1cnc2ccc(F)cc2c1Nc1ccc2c(c1)OCCO2
    -3% | -5% | -1% | 1% | 5% | ? | 8.0% | 3%
> CC1CCN(C(=O)CNC(=O)c2ccc(Cl)cc2Cl)CC1
    2% | -2% | 1% | -4% | 1% | 0%[46.1 µM] | 5.0% | -3%

# Sorted by the number under ALDH1A1 block (falling): some entries from above.
compound,ALDH1A1 block
Nc1ccc(-c2nc3nc(N)nc(N)c3nc2-c2ccc(N)cc2)cc1,9%
CCOC(=O)c1cnc2ccc(F)cc2c1Nc1ccc2c(c1)OCCO2,5%
O=C(NCc1ccco1)c1cc(=O)c2ccccc2o1,-13%

# Gathered by group, the entries above containing four or more nitrogen atoms (eleven)
# Values run as follows: GLA spleen mod | aGlu spleen mod | GAA inhib | Tau fluor cs | ALDH1A1 block | NPSR antagonist | Epigenetic reg | GAA glycogen
> Cc1cc(C)n(-c2nc(SCCN(C)C)c3c4c(sc3n2)CCCC4)n1
    4% | -1% | 4% | 2% | ? | ? | -0.4% | 5%
> COc1ccccc1NC(=S)N(CCCN1CCOCC1)Cc1cn(C)c2ccccc12
    -2% | -1% | -11% | -19% | 9% | 14% | -1.0% | -4%
> Nc1nc2c(s1)CCc1c-2cnn1-c1ccccc1
    -19% | ? | ? | ? | ? | ? | ? | ?
> Cc1cc(C)nc(SCc2ccc(C(=O)N/N=C/c3ccco3)cc2)n1
    14% | -21% | -4% | -9% | -8% | -8% | -0.7% | -4%
> CCCN1CCC(NC(=S)Nc2ccc(S(N)(=O)=O)cc2)CC1
    0% | -14% | 2% | -6% | 3% | -12% | -1.7% | 10%
> Oc1cccc(Nc2nc(NCC3CCCO3)c3ccccc3n2)c1 (stereo unspecified)
    0% | -9% | -12% | -27% | -3% | -16%[46.1 µM] | -0.8% | 1%
> O=C(N/N=C/c1ccc([N+](=O)[O-])cc1)C(=O)N1CCCC1
    -8% | -2% | ? | 4% | -13% | 3% | 0.3% | 12%
> Cc1nc(SCC(=O)Nc2c(C)n(C)n(-c3ccccc3)c2=O)n[nH]1
    -3% | -3% | 3% | -9% | 14µM* | -5% | -1.0% | 8%
> CCOC(=O)N1CCN(C(=O)CSc2nnc(-c3cc(OC)ccc3OC)o2)CC1
    -18% | -10% | -4% | -4% | ? | 8% | -1.0% | 2%
> Cc1ccccc1N1CCN(c2ncnc3c2cnn3Cc2ccc(Cl)cc2)CC1
    -1% | -11% | 1% | -6% | ? | -10%[46.1 µM] | -0.8% | -7%
> Nc1ccc(-c2nc3nc(N)nc(N)c3nc2-c2ccc(N)cc2)cc1
    -11% | -7% | 1% | -24% | 9% | 6% | 1.1% | 3%
